Assay outcomes as filed in PubChem.
MT stabilize HCS – microtubule stabilizers in HeLa cells; 200,000 tested, 0.83% active; % tubulin-high responders, % at 10 µM; HeLa tubulin immunostaining HCS, 24 h; share of cells brighter than vehicle mean+2SD;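 active = plate Z-score above 3 for both tubulin-high and condensed-nucleus cell shares, with cell loss under 80%, at 10 µM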;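 note: anti alpha tubulin signal scored within the nucleus-defined area of each cell; some results filed as inactive read as strong as hits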
b-catenin transl – modulators of beta-catenin nuclear translocation; nuclear translocation activity, % at 5 µM; 190,000 tested, 0.3% active; HeLa beta-catenin nuclear translocation, immunofluorescence imaging;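 active = nuclear translocation activity above 50% at 5 µM, with a well cell count of 50 or more; inconclusive = wells under 50 cells across six images, flagged as toxic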;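 note: per-cell ratio of nuclear to cytoplasmic median beta-catenin stain intensity; plate controls were DMSO negative control for no effect and GSK-3 inhibitor IX positive control for full effect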
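Test system: HeLa cells, endogenous beta-catenin; Compound: single 5 µM dose plus 0.02–20 µM confirmation series; Times: compound exposure 24 h at 37°C; Signal: fluorescence imaging of beta-catenin antibody stain plus DAPI; Read-out: % activation, nuclear-to-cytoplasmic median beta-catenin signal ratio per cell.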
TNAP activation fold – stimulation of alkaline phosphatase TNAP activity – biochemical, luminescent, no phosphate acceptor, uHTS, primary screen (AID 1001); 200,000 tested, 0.03% active; activation fold at 20 µM; hits with a dose series show EC50 in µM; purified TNAP, luminescent activation assay, no phosphate acceptor; higher activation fold means a stronger effect; in the data active = activation fold from about 3, or a potency from the dose series; inactive = the rest, 99 in 100 with activation fold below about 1.6; note: many of its hits are not listed in these tables
Autophagy mod – modulators of autophagy | MEF GFP-LC3 puncta imaging; test concentration mostly 10 µM | 190,000 tested, 0.98% active | calls only at 10 µM (by protocol) | AID 463193;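 active = percentage of spot-positive cells more than 3 SD above its plate mean, without a fluorescence outlier flag or 80% toxicity; inconclusive = no clear call, values can overlap the other calls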;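 note: spot-positive cell cutoff set from DMSO-treated cells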
Hep lipid drop – hepatic lipid droplet formation modulation | inhibition, % at 6.5 µM | AID 1656 | 240,000 tested, 0.4% active | AML12 mouse hepatocytes, oleate lipid droplets, BODIPY imaging;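 active = lipid droplet intensity inhibited by at least 50%, with more than 500 cells counted; inconclusive = wells with under 300 cells, treated as cytotoxic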
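Material – mouse AML12 hepatocyte cell line, fixed after treatment · Compound dosing – one dose, 6.5 µM compound · Times – compound with oleate, overnight · Measured by – Image-based BODIPY and DAPI two-channel analysis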
Ins promoter up – MIN6 insulin promoter up-regulation. MIN6 insulin promoter-GFP reporter, high-content imaging; hits give high values. z-score at 5 µM. 190,000 tested, 0.3% active. AID 1625;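 active = z-score above 3 at 5 µM with at least 500 cells counted in the well; inconclusive = wells under 500 cells, flagged as cytotoxic or low count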
T cell modulator – T cell immune modulators affecting CD8 T cell-vesicle binding; AID 2052; calls only at 7 µM; 2C CD8+ T cell-vesicle binding, flow cytometry; hits give low values; 330,000 tested, 0.068% active;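 active = response, share of CD8 T cells binding vesicles, and their 90th percentile fluorescence all below set limits, cut at about 80% in these data, passing the limit was not always enough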
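Assay system – 2C mouse CD8+ T cells · Also added – QL9-loaded Drosophila micro-vesicles · Timing – Cell–vesicle co-incubation 1.5 h at 37 °C, staining 20 min on ice · Signal – flow cytometry of vesicle-bound cells · Measure – percent CD8+ FL2 mean versus row control · Controls – Peptide-free naked vesicles (low) and QL9 vesicles with 0.7% DMSO vehicle (high)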
PMI inhibition – MPI inhibition at elevated mannose 6-phosphate – biochemical, fluorescence intensity, high mannose 6-phosphate, primary screen (AID 1220); 190,000 tested, 0.66% active; recombinant PMI enzyme, coupled fluorescence intensity; higher % means a stronger effect; one-dose inhibition, % at 20 µM; IC50 in µM for titrated hits
human PMI inhibition – MPI enzyme activity inhibition – biochemical, fluorescence intensity, coupled assay, primary screen (AID 1209); purified PMI enzyme, coupled fluorescence intensity; higher % means a stronger effect; inhibition, % at 20 µM; hits with a dose series show IC50 in µM; 190,000 tested, 0.42% active;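 note: plate controls were DMSO vehicle for no effect and wells lacking substrate for full effect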
Ins promoter up cell count – second read-out of Ins promoter up, no call of its own (marks repeat the call); cell count; measured here: cytotoxicity, nuclei count;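 total cells summed across four imaged fields per well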
Hep lipid drop cells 6.5 µM – also measured in Hep lipid drop; calls as there; cell count; measured here: cell count, cytotoxicity flag;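 cells counted across two imaged fields per well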
b-catenin transl cell count 5 µM – also measured in b-catenin transl; calls as there; cell count; measured here: cell count, cytotoxicity flag
T cell modulator vesicle-bound % – recorded beside T cell modulator, whose call it bears; double positive events, %; measured here: CD8+ vesicle-bound cell fraction;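 binding gate set so that unloaded-vesicle control wells show 10% double positive cells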
MT stabilize HCS Hoechst-high % – also measured in MT stabilize HCS; calls as there; % Hoechst-high responders; measured here: nuclear condensation Hoechst responders;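 share of cells brighter than vehicle mean plus two SD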
MT stabilize HCS cytotoxicity % – second read-out of MT stabilize HCS, no call of its own (marks repeat the call); toxicity, %; measured here: cytotoxicity by cell density;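 0% = mean cell density of plate MIN control wells and 100% = no cells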
Autophagy mod cell loss 18 h – also measured in Autophagy mod; calls as there; toxicity, %; measured here: cell loss, nuclei count;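 cell loss after 18 h compound exposure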
* = called active by the depositor; i = inactive; ? = inconclusive; nt = no result given. Cut-off read from the data, not from the text of the source, unless noted: active = inhibition above about 50%; inactive = the rest. A portion of the library; the hit share may differ from the screen's.

entry	compound	MT stabilize HCS	MT stabilize HCS Hoechst-high %	MT stabilize HCS cytotoxicity %	b-catenin transl	b-catenin transl cell count 5 µM	TNAP activation fold	Autophagy mod	Autophagy mod cell loss 18 h	Hep lipid drop	Hep lipid drop cells 6.5 µM	Ins promoter up	Ins promoter up cell count	T cell modulator	T cell modulator vesicle-bound %	PMI inhibition	human PMI inhibition
1	COc1cc2c(cc1C=O)OCO2	3.8	3.2	6.3	0.3	786	1.1	i	15.6	-2.5	520	1.4	1193	i	45.1	3.8%	9.7%
2	N=C1c2ccccc2CN1NC(=O)c1ccc(Cl)cc1	1.8	1.5	3.2	-3.1	1316	1.1	i	19.4	nt	nt	-0.14	1402	i	13.8	1.2%	-0.8%
3	Cc1ccccc1-n1c(-c2ccoc2)nc2ccccc2c1=O	4.5	2.2	3.4	1.1	910	1	i	9.3	7.3	753	0.48	1550	i	64.0	2.4%	4.1%
4	O=C1NC(=O)N(Cc2ccccc2Cl)C(=O)/C1=C/N1CCOCC1	2.2	0.2	18.5	nt	nt	1.1	i	-3.9	-4.7	779	nt	nt	i	23.7	-17.5%	-1.6%
5	Brc1ccc2c(c1)C(OC1CN3CCC1CC3)c1ccccc1CS2 (stereo not given)	4.2	1.9	5.2	5.3	743	1.1	i	-8.8	-91.3	585	-3.37	536	i	8.9	4.8%	-4.7%
6	CCCC12CN3CN(C1)CC(CCC)(C3)C2O (stereo not given)	5.2	2.8	6.0	-1.1	1154	1.1	i	3.3	nt	nt	-0.32	1181	i	36.6	-4.4%	-6.2%
7	CCOC(=O)C1(CCc2ccccc2)CCN(Cc2ccc3c(c2)OCCO3)CC1	2.5	2.2	6.7	1.0	1582	1	i	20.2	-4.0	608	-1.91	1294	i	50.2	10.4%	27.9%
8	CC(Cc1ccccc1)NCc1ccccc1O (stereo not given)	7.7	1.6	7.3	0.1	1170	1	i	34.8	-6.2	630	-0.05	1324	i	29.9	-5.3%	-11.8%
9	CC1=C(C(=O)OC(C)C)[C@]2(C(=O)N(CC(N)=O)c3ccccc32)C(C#N)=C(N)O1	3.4	2.0	2.0	-3.5	1155	1.1	i	-3.1	-38.1	710	1.07	1300	i	51.5	-5.2%	-6.3%
10	O=c1[nH]c(=O)n(CCc2ccc(F)cc2)c(O)c1C=NCCCn1ccnc1	3.5	1.7	5.0	nt	nt	1	i	8.0	5.3	698	-0.33	1297	i	12.1	11.7%	6.0%
11	CCOP(=O)(OCC)C(NC(=O)c1ccc(OC)cc1)C(Cl)(Cl)Cl (stereo not given)	nt	nt	nt	-2.6	1158	nt	nt	nt	-14.4	743	-0.19	1459	i	38.1	nt	nt
12	Cc1ccnc(-n2c(C)nc3ccccc3c2=O)c1	3.4	3.0	8.3	1.2	1056	1.1	i	10.1	-3.4	709	0.87	1164	i	16.5	1.7%	5.6%
13	CC1C(c2cccs2)=[N+]([O-])C(C)(C(=O)c2cccs2)N1O (stereo not given)	5.9	1.8	6.7	3.2	499	1.1	i	9.0	6.7	612	-0.05	1249	i	24.8	-1.6%	-1.9%
14	O=c1c2ccccc2nc(CSc2ncnc3nc[nH]c23)n1-c1ccccc1Cl	3.3	1.8	5.4	-4.3	535	1	i	0.8	-8.3	727	nt	nt	i	27.3	-13.6%	-8.1%
15	COC(=O)c1ccc(NC(=O)CSc2nc3ccc(N4C(=O)C5C6C=CC(C6)C5C4=O)cc3s2)cc1 (stereo not given)	5.1	1.2	8.5	0.6	954	1.2	i	-6.1	-23.1	449	nt	nt	i	14.3	3.7%	14.1%
16	CC[N+](CC)(CC#CCO)CC#Cc1ccccc1	1.6	1.4	9.2	0.5	1070	1.1	i	-51.9	9.4	675	-0.1	1226	i	18.6	-9.0%	-17.7%
17	N[C@@H](Cc1cc(Br)c(O)c(Br)c1)C(=O)O	2.7	2.8	10.8	nt	nt	1	i	3.5	-5.3	737	nt	nt	i	28.4	0.0%	-6.6%
18	CN(C)c1ccc(NC(=O)CN2C(=O)CN=C(c3ccccc3)c3cc(Cl)ccc32)cc1	1.7	4.3	12.0	nt	nt	1.1	i	6.2	nt	nt	0.76	911	i	14.6	16.0%	-19.0%
19	O=C1/C(=C/c2cccc([N+](=O)[O-])c2)N2CCC1CC2	4.6	3.0	4.2	-2.9	1069	1.2	i	8.5	-6.0	571	0.48	1522	i	52.9	-11.8%	3.1%
20	CC(C)c1oc(=O)cc2c1[C@@H](O)[C@H]1OC(=O)[C@@]3(C)CC[C@@H](O)[C@@]2(C)C13 (stereo not given in full)	3.9	1.0	13.6	1.4	418	1.1	i	8.0	-107.6	539	-0.27	891	i	20.0	5.7%	3.9%
21	CC(=O)N(C1=NCCCS1)c1ccc(F)cc1	2.8	2.4	8.9	-5.5	883	1.1	i	0.5	nt	nt	-1.06	1309	i	56.3	10.5%	-3.1%
22	CNCCc1c[nH]c2ccccc12	3.5	2.1	7.7	-1.1	1060	1	i	-6.4	1.7	711	0.38	1192	i	22.0	-0.5%	4.0%
23	CCOC(=O)c1c(N)n(CCN2CCOCC2)c2nc3ccccc3nc12	3.8	1.9	2.7	-2.6	1183	1.1	i	-2.2	-4.8	776	-0.85	889	i	13.5	5.8%	13.3%
24	CC(=O)Nc1ccc(C(=O)OCC(=O)Nc2ccc(Cl)cc2C(=O)c2ccccc2)cc1	2.1	2.9	5.4	-0.8	568	1.1	i	-11.2	nt	nt	-0.45	1356	i	40.1	7.2%	5.9%
25	Cc1ccc(C2SCC(=O)Nc3c2c(=O)[nH]n3C2CCOC(C)(C)C2)cc1 (stereo not given)	2.0	0.1	39.8	-0.3	1127	1.1	i	3.9	14.5	665	-0.35	1796	i	27.3	8.8%	6.8%
26	CCCCCCCCCCCCn1ccc(=N)cc1	nt	nt	nt	42.9	161	nt	nt	nt	0.8	729	?	nt	i	15.9	nt	nt
27	CCn1c(O)c(C=Nc2ccc(N3CCOCC3)c(Br)c2)c(=O)n(CC)c1=S	1.1	1.1	9.5	0.8	1381	1	i	2.4	nt	nt	0.28	1581	i	42.9	8.0%	3.5%
28	Cc1ccc2c(c1)C1CN(C)CCC1N2C(=S)Nc1cccnc1 (stereo not given)	4.7	1.7	2.5	-3.0	1035	1.1	i	-24.3	3.0	673	0.28	1540	i	45.7	11.0%	3.7%
29	N=c1ccccn1Cc1ccccc1	1.9	2.9	4.9	2.0	1116	1.1	i	11.9	-0.1	700	-0.23	1277	i	8.1	-3.5%	-7.8%
30	CCCCn1c(=O)c(C=Nc2cc([N+](=O)[O-])ccc2OC)c(O)n(CCCCl)c1=O	6.1	3.2	4.5	-3.9	555	1.1	i	5.0	-9.6	657	0.18	1218	i	38.4	-74.0%	-31.9%
31	CCN(CC)c1ccc(/C=C2/C(=O)NC(=O)N(CC3CCCO3)C2=O)cc1 (stereo not given)	2.9	2.2	8.3	nt	nt	1	i	9.4	nt	nt	nt	nt	i	40.9	0.7%	4.0%
32	COc1ccc(NC(=O)CN2CC=C(c3ccccc3)CC2)cc1S(=O)(=O)N1CCOCC1	2.5	2.9	9.0	-1.2	1078	1.1	i	3.4	3.1	689	0.29	1590	i	41.0	13.1%	9.3%
33	CCCCn1c(O)c(C(C)=NCc2cccnc2)c(=O)[nH]c1=O	nt	nt	nt	0.1	1386	nt	nt	nt	9.1	745	0.38	1120	i	26.3	nt	nt
34	Cc1cc(/C=C2\C(=O)NC(=O)N(c3cccc(F)c3)C2=O)c(C)n1-c1cc(C(=O)O)cc(C(=O)O)c1	1.5	1.5	10.5	-3.5	1057	1	i	-8.8	19.5	725	0.66	1565	i	31.3	-40.1%	-34.1%
35	O=Cc1cn(Cc2ccc(F)cc2)c2ccccc12	6.2	17.2	21.2	0.8	763	1	i	-7.2	-0.5	765	-0.29	1199	i	60.3	-6.3%	4.8%
36	CC(C)=CCC12CN3CCN(CC(C3)C1=O)C2	4.7	3.0	8.8	nt	nt	1.1	i	32.6	-3.4	647	0.2	1224	i	29.0	17.3%	14.4%
